Source: PubChem (NCI)
Growth percent in the NCI-60 one-dose screen (48 h, 10 µM unless noted): 100 = growth as untreated, 0 = no growth, -100 = all killed.
786-0 – 786-0 renal cancer cells; 81,000 compounds, 5.1% hits
ACHN – ACHN renal cancer | 81,000 compounds, 4.9% hits | AID 1794771
TK-10 – TK-10 renal cancer cells; 81,000 compounds, 3.9% hits
DU-145 – DU-145 prostate cancer; 81,000 compounds, 4.2% hits; AID 1794760
SN12C – SN12C renal cancer cells; 81,000 compounds, 3.8% hits; AID 1794767
UO-31 – UO-31 renal cancer; AID 1794768; 81,000 compounds, 5.2% hits
RXF 393 – RXF 393 renal cancer cells; 77,000 compounds, 6.9% hits; AID 1794773
CAKI-1 – CAKI-1 renal cancer. 75,000 compounds, 4.7% hits
A498 – A498 renal cancer cells; 76,000 compounds, 5.4% hits; AID 1794774
Active calls of the source: *; nt = not tested or not shown; & = joins results of further samples. The calls were made as follows: active = growth percent below 10; inactive = the rest.

Sample of the layout:
SMILES	786-0	ACHN	TK-10	DU-145	SN12C	UO-31	RXF 393	CAKI-1	A498
CCOP(=O)(OCC)/C(C#N)=C/c1ccc(N(C)C)cc1	98	108	98	108	113	94	111	104	92
Fc1ccc(-c2ccnc3nc(-c4ccncc4)nn23)cc1	89	104	97	101	110	84	105	92	84
O=c1c2ccccc2nc(CN2CCOCC2)n1/N=C/c1ccccc1	101	103	111	105	91	93	103	93	95
O=C(O)CCC(NC(=O)c1cccc([N+](=O)[O-])c1)C(=O)O (stereo not given)	106	107	103	106	103	99	115	106	96

The whole of this part, from the start:
SMILES	786-0	ACHN	TK-10	DU-145	SN12C	UO-31	RXF 393	CAKI-1	A498
CCOP(=O)(OCC)/C(C#N)=C/c1ccc(N(C)C)cc1	98	108	98	108	113	94	111	104	92
Fc1ccc(-c2ccnc3nc(-c4ccncc4)nn23)cc1	89	104	97	101	110	84	105	92	84
O=c1c2ccccc2nc(CN2CCOCC2)n1/N=C/c1ccccc1	101	103	111	105	91	93	103	93	95
O=C(O)CCC(NC(=O)c1cccc([N+](=O)[O-])c1)C(=O)O (stereo not given)	106	107	103	106	103	99	115	106	96
c1ccc(-c2nnc(COc3ccc(-c4cc5ccccc5[nH]4)cc3)o2)cc1	96	91	118	108	105	77	118	98	87
CCOC(=O)Oc1c(OC)cc(C(=O)O[C@@H]2C[C@@H]3CN4CCc5c([nH]c6cc(OC)ccc56)[C@H]4C[C@@H]3[C@H](C(=O)OC)[C@H]2OC)cc1OC	79	67	100	81	60	80	90	65	nt
OCC(O)C(O)C(O)c1nc2ccccc2s1 (stereo not given)	106	93	124	116	99	60	109	107	122
CC(C#N)CCl (stereo not given)	99	111	104	122	99	81	118	105	108
COc1ccc(Cl)cc1/C=C/C(=O)/C=C(O)/C=C/c1cc(Cl)ccc1OC	97	85	140	100	98	64	85	52	87
CN(C)Cc1cccc(CN(C)C)c1O	99	71	104	99	99	74	96	79	90
O=C(O)c1ccc(-n2cc(CNc3cccc(F)c3)c(-c3ccc(F)cc3)n2)cc1	107	100	119	114	110	94	114	99	96
COc1cc(-c2nc(SCCC(C)C)nc(Nc3ccccc3Cl)c2C#N)cc(OC)c1OC	92	97	125	98	90	70	117	79	85
Fc1ccc(Nc2nnc(-c3ccc(Cl)cc3)o2)cc1	104	107	137	107	103	85	100	93	93
OCC1OCC(O)C(O)C1O (stereo not given)	nt	106	106	118	97	nt	108	107	114
CC(C)=C(c1ccc(Cl)cc1)c1c(N)ncnc1N	101	95	102	106	88	75	107	89	101

Entries of single compounds from above.
Entry for COc1cc(-c2nc(SCCC(C)C)nc(Nc3ccccc3Cl)c2C#N)cc(OC)c1OC = 786-0 = 92; ACHN = 97; TK-10 = 125; DU-145 = 98; SN12C = 90; UO-31 = 70; RXF 393 = 117; CAKI-1 = 79; A498 = 85
Entry for CCOC(=O)Oc1c(OC)cc(C(=O)O[C@@H]2C[C@@H]3CN4CCc5c([nH]c6cc(OC)ccc56)[C@H]4C[C@@H]3[C@H](C(=O)OC)[C@H]2OC)cc1OC = 786-0 = 79; ACHN = 67; TK-10 = 100; DU-145 = 81; SN12C = 60; UO-31 = 80; RXF 393 = 90; CAKI-1 = 65; A498 = nt

(list continues)
SMILES	786-0	ACHN	TK-10	DU-145	SN12C	UO-31	RXF 393	CAKI-1	A498
CCn1cc(C(=O)NNC(=S)Nc2ccc(OC)cc2)c(=O)c2ccc(C)nc21	93	94	103	104	91	76	89	84	75
COc1cc(OC)c(NC(=O)CC(C)=O)cc1Cl	108	97	108	122	100	92	109	95	96
O=c1c2cccc(F)c2sc2c(N3CCNCC3)nc3ccccc3c12	37	16	53	22	47	23	42	39	49
Nc1ccc(C2=NN(C(=O)c3cc(-c4ccccc4)nc4ccccc34)C(c3cc(-c4ccccc4)nn3-c3ccccc3)C2)cc1 (stereo not given)	86	76	108	88	85	69	98	nt	105
C=C(C)[C@@H]1CC[C@]2(C(=O)n3ccnc3)CC[C@]3(C)[C@H](CC[C@@H]4[C@@]5(C)Cc6c([nH]c7ccccc67)C(C)(C)[C@@H]5CC[C@]43C)[C@@H]12	94	75	96	94	90	75	93	nt	84
O=C(c1ccccc1)c1ccc(Cl)c([N+](=O)[O-])c1	103	98	107	75	97	-88*	104	-2.3*	57
COc1ccc(-c2cc(-c3ccc(OC)c(S(N)(=O)=O)c3)[nH]c(=O)c2C#N)cc1	95	103	106	102	103	88	107	89	98
O=S(=O)(Oc1ccc(/C=N/NC(=S)Nc2ccccc2)cc1)C(F)(F)C(F)(F)C(F)(F)C(F)(F)F	106	103	113	106	100	88	128	97	97
Cc1cc(N)c(N)cc1C	101	105	109	113	110	79	111	93	99
COc1cc(OC)cc(C(N)=O)c1	101	101	100	110	97	94	106	94	nt
CC1(C)CC(=O)C2=C(C1)NC(=O)NC2c1ccc2c(c1)OCO2 (stereo not given)	105	109	106	107	105	85	118	94	124
O=c1oc2ccc(Br)cc2cc1C1=COc2ccccc2N=C1	125	107	142	121	102	82	110	97	125
Nc1n[nH]c(-c2ccccc2)n1	111&105	110&103	112&121	126	102&106	107&89	98&125	97&90	104&108
N#CC1=C(N)OC(C2CC2)=C(C#N)C1c1cccs1 (stereo not given)	98	107	112	110	99	nt	104	91	107
COc1ccc(-c2nc(SCc3nc4ccccc4[nH]3)nc(N3CCNCC3)c2C#N)cc1	80	81	92	97	75	59	80	88	75
NC(=O)CSc1nc(-c2ccc(F)cc2)cc(-c2ccco2)n1	105	nt	129	111	101	75	118	86	103
NS(=O)(=O)c1ccc(NNC(=O)Nc2nc3ccccc3s2)cc1	99	96	nt	103	95	71	95	82	100
COc1ccc(-c2noc(N)c2[N+](=O)[O-])cc1	115	98	147	102	91	83	108	96	133
O=c1[nH]cnc(O)c1C1C=CC=CC=C1	110	109	99	116	99	89	110	107	107
O=C(NNC1=NCCC1)c1ccccc1	112	104	100	102	114	96	125	101	nt
C/C(=C(/c1ccccc1)c1ccc(N2C(=O)c3cccc4c(NCCN(C)C)ccc(c34)C2=O)cc1)c1ccccc1	107	92	163	110	96	67	84	84	110
CN(C)CCN(C)CC(C)(C)C(=O)/C=C/c1ccc(Cl)cc1	-22*	-27*	1.0*	6.2*	3.0*	nt	-83*	8.7*	10
O=c1c2c(O)cccc2oc2c3c(cc(O)c12)O[C@H]1OC=C[C@@H]31	99	75	90	98	93	79	99	nt	89
NC(=O)Nc1ccc2ncnc(Nc3ccc(Cl)cc3)c2c1	86	47	27	52	82	58	94	40	43
NS(=O)(=O)c1ccc(CCN2C(=O)/C(=C\c3ccccc3)C=C2c2ccc(Cl)cc2)cc1	96	97	113	115	91	66	91	65	66
COC(=O)c1cc(Nc2nc(O)c(C3=c4cc(OC)ccc4=NC3=O)s2)ccc1O	104	114	124	105	100	104	110	127	103
CN(C)C(c1ccccc1)c1ccccc1	111	101&100	102&111	111&116	98&93	73	116&138	101&103	110&96
O=C(NNC(=O)Nc1ccc(Cl)cc1)Nc1ccccc1	86	102	92	105	100	89	113	95	93
O=C1c2ccccc2C(=O)C1c1ccc(Cl)cc1	86	103	104	116	99	95	118	98	104
O=[N+]([O-])c1ccccc1/C=N/N1CCCCCC1	107	105	101	115	84	59	100	75	nt
Cc1c(CCNC=O)cc(C)c2c3c(oc12)CCCC3	92	101	95	98	103	90	77	88	64
CCCn1c(O)c(N=Nc2ccc(S(N)(=O)=O)cc2)c2ccccc21	89	101	108	117	98	82	101	90	94
CCCCCCCC/C(C=O)=C\c1ccccc1	99	113	106	102	103	97	108	98	100
CC(=O)c1sc2nc(-c3cc4ccccc4o3)cc(-c3ccc(Cl)cc3)c2c1N	100	83	139	107	94	75	121	nt	104
C[C@@H](O)[C@@H]1NC(=O)[C@@H](CCCCn2cnnn2)NC(=O)[C@H](Cc2c[nH]c3ccccc23)NC(=O)[C@@H](Cc2ccccc2)NC(=O)[C@H](NC(=O)[C@H](N)Cc2ccccc2)CSSC[C@H](C(=O)N[C@H](CO)[C@@H](C)O)NC1=O	123	102	105	99	nt	86	96	93	114
Cc1ccc(S(=O)(=O)NC(=O)NCc2ccco2)cc1	110	112	99	109	108	85	109	102	88
OC1OCC(COc2cc(Cl)c(Cl)cc2Cl)OC1O (stereo not given)	105	111	84	105	92	83	109	94	102
CN(C)NC(=S)Nc1ccccc1	100	105	104	126	95	80	107	100	nt
Clc1cc2cc(-c3nc4ccccc4s3)c(Cl)nc2cc1Cl	112	96	126	100	98	60	116	89	84
CCOC(=O)c1[nH]c2cc(Cl)ccc2c1C(C(=O)NC1CCCCC1)N1CCN(CC)C(=O)c2ccccc2C1=O (stereo not given)	89	90	116	105	95	70	98	nt	96
COC(=O)C(CC(=O)Nc1ccc(C(=O)c2nccn2C)cc1)c1ccc(C(F)(F)F)cc1 (stereo not given)	96	103	97	104	103	93	112	95	103
O=C(c1cc2cccnc2n1-c1ccc(Cl)c(Cl)c1)N1CC(F)(F)C1	101	104	96	114	106	88	108	98	101
CC(C)OCCCNc1nc(-c2ccccc2)n2ncc(C#N)c2n1	86	95	87	106	104	80	112	nt	88
Clc1ccc(C(=Cc2ccccc2)c2ccc(Cl)cc2)cc1	104	105	92	100	107	88	111	nt	106
COc1ccc(Oc2nc(NC3CC3)nc(Oc3ccc(OC)cc3)n2)cc1	109	107	121	125	98	83	84	98	115
Cc1ccc(S(=O)(=O)N(C)c2c(Br)cc(Br)cc2C(N)=O)cc1	101	93	112	108	97	76	100	93	97
O=C(CSc1nc2ccccc2c(=O)n1-c1ccc(S(=O)(=O)Nc2ccc(Cl)nn2)cc1)Nc1ccccc1	115	100	110	92	93	87	97	88	85
Cc1ccc(C(F)(F)F)cc1N1CCN(C(=O)[C@H]2C[C@H]2c2ccc(S(F)(F)(F)(F)F)cc2)CC1	99	84	90	93	86	53	56	44	55
CCCCCCCCCCCCCCCCCC1=NC(C)(C)CN1CC(C)O (stereo not given)	84	81	82	35	50	69	66	85	79
O=C(O)CC1Sc2ccccc2NC1=O (stereo not given)	108	96	149	116	102	86	nt	73	124
COc1ccc(C(=O)COc2ccc(/C=C3\C(=O)Nc4ccc(Cl)cc43)cc2)cc1	99	95	115	101	92	62	110	77	102
Nc1nc2c(C(=O)Nc3ccc(Cl)cc3)c(Nc3ccccc3)nn2cc1-c1nc2ccccc2s1	102	93	100	105	96	83	109	89	91
O=CNC(Cc1ccc(O)cc1)C(=O)O (stereo not given)	105	96	103	122	108	98	108	110	118
O=S(=O)(O)c1ccc(O)c(O)c1	108	114	106	122	91	113	115	107	114
CCOC(=O)c1ccc(NC(=O)Nc2ccc(-c3ccc(F)cc3)nc2C)cc1	109	nt	108	108	107	116	99	nt	127
O=C1c2cccc3c(N4CCOCC4)ccc(c23)C(=O)N1c1nc2ccccc2s1	105	96	110	109	88	66	97	85	112
